Compound activity from PubChem.
AddAB inh = less growth of phage-infected E. coli with AddAB. E. coli expressing H. pylori AddAB, absorbance growth. inhibition, % at 11.9 µM. 330,000 compounds, 0.29% hits. AID 435030; in the data active = inhibition above about 12%;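 note: 0% = vehicle wells of infected cells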
CAL PDZ inh = human CAL PDZ-peptide interaction inhibition. purified CAL PDZ, TMR-peptide fluorescence polarization, 1 h. inhibition, % at 20 µM. 330,000 compounds, 0.02% hits. AID 504414;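 active = highest replicate inhibition of at least 40%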;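 note: plate controls were DMSO neutral control wells for no effect and unlabeled competitor peptide control wells for full effect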
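System: purified tagged CAL PDZ domain construct (CerCALP). Schedule: 1 h incubation at room temperature before polarization reading. Medium: 25 mM sodium phosphate pH 7.4, 150 mM NaCl, TCEP, IgG, Thesit. Read-out: percent inhibition from loss of millipolarization. Measured by: FP readout, S and P plane fluorescence. Probe or stimulus: fluorescent TMR peptide probe.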
E coli growth = bacterial growth inhibition, counter-screen for AddAB inhibitors; 330,000 compounds, 0.27% hits; inhibition, % at 11.9 µM; E. coli V3065 growth, OD600 absorbance, 18 h;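 active = inhibition above the campaign's mean inhibition across all tested compounds plus 3 SD, cut at about 9.9% in these data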;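 note: uninfected addAB+ strain grown without phage in ampicillin broth; 0% = DMSO wells and 100% = ciprofloxacin 0.95 µg/ml wells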
Tat export inh = inhibitors of E. coli Tat protein transport | E. coli MC4100 TorA-mCherry Tat export, fluorescence | inhibition, % at 10 µM | 340,000 compounds, 0.036% hits;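 active = mean replicate inhibition at least 50% and at least half of replicates individually reaching 50%; inconclusive = only one of the two criteria met; inactive = neither criterion met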;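 note: exported cargo escapes ClpAP degradation while cytoplasmic cargo is degraded and loses fluorescence; 0% = median of neutral control wells and 100% = median of NaSCN control wells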
DAGLB inhibitor = diacylglycerol lipase beta (human) inhibition; inhibition, % at 5.17 µM; Q8NCG7; AID 504411; 340,000 compounds, 0.059% hits; HEK293T DAGLB membrane lysate, EnzChek fluorogenic substrate; in the data active = inhibition above about 34%;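 note: 0% = enzyme with vehicle and 100% = wells lacking enzyme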
Target sequence (Q8NCG7 whole entry, looked up): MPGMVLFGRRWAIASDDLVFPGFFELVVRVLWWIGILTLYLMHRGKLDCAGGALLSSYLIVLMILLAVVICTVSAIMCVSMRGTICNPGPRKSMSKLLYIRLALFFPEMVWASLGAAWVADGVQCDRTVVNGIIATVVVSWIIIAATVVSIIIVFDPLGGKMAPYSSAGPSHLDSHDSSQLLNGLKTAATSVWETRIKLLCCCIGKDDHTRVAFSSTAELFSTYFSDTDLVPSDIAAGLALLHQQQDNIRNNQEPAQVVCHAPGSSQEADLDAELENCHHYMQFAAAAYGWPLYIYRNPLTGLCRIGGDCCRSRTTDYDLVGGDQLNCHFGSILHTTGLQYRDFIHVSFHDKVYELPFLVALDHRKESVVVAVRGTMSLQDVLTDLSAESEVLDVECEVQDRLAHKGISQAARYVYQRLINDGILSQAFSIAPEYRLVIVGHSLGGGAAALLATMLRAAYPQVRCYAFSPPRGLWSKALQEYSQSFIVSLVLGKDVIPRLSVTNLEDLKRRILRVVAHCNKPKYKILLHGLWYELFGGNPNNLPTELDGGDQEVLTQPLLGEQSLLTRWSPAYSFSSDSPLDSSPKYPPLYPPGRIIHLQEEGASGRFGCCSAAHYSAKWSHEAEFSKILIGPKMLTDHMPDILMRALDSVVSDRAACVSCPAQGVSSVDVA
PfHsp90 yeast 2 = growth inhibition of yeast expressing Plasmodium Hsp90; inhibition, % at 9.4 µM; 310,000 compounds, 0.32% hits; S. cerevisiae expressing PfHsp90, BacTiter-Glo ATP, 48 h; yeast lacking PDR1 and PDR3 efflux regulators;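 active = every replicate shows inhibition above about 80%, whatever the replicate mean, limit read from the data; inconclusive = mean inhibition reaches the set limit but some replicate falls short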;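 note: 0% = DMSO neutral controls and 100% = 20 µM radicicol positive controls; yeast relying on Plasmodium falciparum Hsp90 in place of its own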
PvdQ inh = P. aeruginosa PvdQ acylase inhibition; purified PvdQ acylase, fluorescence plate reader; inhibition, % at 10 µM; 340,000 compounds, 0.063% hits; AID 488965; in the data active = inhibition above about 30%, passing the limit was not always enough; inconclusive = no clear call, values can overlap the other calls;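 note: 0% = vehicle neutral wells and 100% = reference inhibitor wells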
phage Ecoli inh = E. coli growth loss with phage present; growth absorbance; inhibition, % at 11.9 µM; 360,000 compounds, 0.26% hits; AID 651602; in the data active = inhibition above about 11%
Rtt109 HAT inh = inhibitors of Candida albicans Rtt109/Vps75 histone acetyltransferase. purified Rtt109/Vps75, ThioGlo CoA-SH fluorescence, 4 h. inhibition, % at 34.9 µM. 330,000 compounds, 0.16% hits;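 active = inhibition of at least 50% in every replicate; inconclusive = best replicate reaches 50% inhibition but some replicates fall short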
Target sequence (Q5AAJ8 whole entry, looked up): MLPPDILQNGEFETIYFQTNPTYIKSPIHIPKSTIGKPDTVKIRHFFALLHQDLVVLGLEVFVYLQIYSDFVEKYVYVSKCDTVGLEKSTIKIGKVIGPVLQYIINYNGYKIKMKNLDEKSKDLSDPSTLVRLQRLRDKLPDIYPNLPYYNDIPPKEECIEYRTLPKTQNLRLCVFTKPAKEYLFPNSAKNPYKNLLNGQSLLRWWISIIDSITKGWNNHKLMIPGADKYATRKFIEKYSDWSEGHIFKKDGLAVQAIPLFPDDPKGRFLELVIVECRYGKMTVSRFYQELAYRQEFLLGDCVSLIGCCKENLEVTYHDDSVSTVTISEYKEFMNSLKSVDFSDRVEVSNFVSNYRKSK
Wnt bcat act = activates Wnt/beta-catenin signaling in a reporter cell assay; activation, % at 9.35 µM; AID 743398; 300,000 compounds, 1.2% hits; activator, plate reader; in the data active = activation above about 30%, passing the limit was not always enough; inconclusive = no clear call, values can overlap the other calls;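 note: 0% = neutral control wells and 100% = positive control wells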
* hit, by the source's call; ? = inconclusive; . = not tested or not shown.

The line under a structure holds: AddAB inh	CAL PDZ inh	E coli growth	Tat export inh	DAGLB inhibitor	PfHsp90 yeast 2	PvdQ inh	phage Ecoli inh	Rtt109 HAT inh	Wnt bcat act
> CCN(CC)c1c([N+](=O)[O-])c(=O)sc2ccccc12
  2.2	-1.2	-0.3	-4.5	1.8	-30.5	-12.3	3.3	4.0	0.5
> C[C@H](CO)N1C[C@H](C)[C@@H](CN(C)C(=O)Nc2ccccc2)Oc2c(cccc2N(C)C)C1=O
  0.2	-0.7	0.2	-0.5	1.7	-8.2	-8.3	-0.7	-3.9	-2.0
> O=C(Cc1c(Sc2ccccc2)c2ccccc2n1Cc1ccccc1)NCCO
  1.7	-1.2	-0.7	10.0	0.8	-3.3	-3.0	1.4	-3.4	-3.2
> CC(C)Oc1cccc(C(=O)NC(=S)NCc2cccnc2)c1
  1.2	-3.9	1.4	0.4	-5.0	0.5	1.2	1.9	7.3	.
> Cc1cc(C)nc(SCc2nnc(SCC(=O)Nc3ncc(C)s3)n2Cc2ccco2)n1
  2.4	-1.5	-0.4	-3.2	-5.2	-4.3	12.7	0.0	28.0	-6.1
> O=C(CSc1ccc2c(c1)OCCO2)Nc1cccnc1Cl
  -1.9	-2.1	-0.4	-6.3	-2.8	16.1	4.1	2.9	8.9	-0.3
> S=C(NCCc1ccccn1)NC1CC2CCC1C2 (stereo unspecified)
  0.5	-1.3	-2.2	-1.8	-1.1	3.6	-11.0	1.5	-0.1	-0.8
> O=C1OCCC1Sc1nnc(-c2ccc(Cl)cc2)n1Cc1ccccc1 (stereo unspecified)
  1.9	-0.8	-1.4	2.8	-2.7	-11.4	-13.2	2.4	1.8	-5.2
> O=C(NC1CC1)c1cc2cc(Br)ccc2s1
  1.8	-1.7	0.9	5.8	0.1	16.0	6.0	2.3	-5.9	6.7
> CC1CCCN(S(=O)(=O)c2ccc3oc(=O)ccc3c2)C1 (stereo unspecified)
  1.4	-0.6	1.4	-2.4	-3.0	5.7	-12.1	0.9	0.8	1.8
> Cc1cc([N+](=O)[O-])ccc1NC(=O)c1ccco1
  0.3	-1.0	0.6	-15.0	-0.8	-1.8	-6.9	1.3	0.0	-2.9
> O=C(NCc1cccnc1)c1cnc2ccccc2n1
  2.8	-0.4	0.7	-3.3	-1.2	15.4	-7.3	3.3	2.3	0.7
> O=C(CN1C2CCCC1CC(NC(=O)c1ccccc1)C2)Nc1ccccc1C(F)(F)F (stereo unspecified)
  3.7	-2.0	1.9	4.6	-7.5	6.7	0.7	-4.1	5.6	0.8
> CCOC(=O)c1c(C)nn(-c2ccc(NC(=O)c3c(C)noc3C)cc2)c1C
  0.0	-0.6	-2.9	6.4	-3.0	11.6	-17.4	1.8	0.4	-4.4
> O=C(CSc1cccc[n+]1[O-])Nc1ccccc1C(F)(F)F
  -2.0	0.6	0.1	?	-0.7	.	-1.1	-0.3	1.7	-3.2
> C/C(=N/NC(=O)c1ccncc1)c1ccccc1
  -0.5	-0.5	-0.9	3.0	-0.3	-36.9	-8.1	1.0	13.7	2.4
> Cc1ccc(CNS(=O)(=O)c2ccc3c(c2)NC(=O)C(C)S3)cc1 (stereo unspecified)
  0.3	-1.5	0.1	-3.3	4.0	14.4	-2.2	0.3	-2.6	-1.9
> CCOc1ccccc1C(=O)NC(C(=O)Nc1ccccc1N1CCOCC1)C(C)C (stereo unspecified)
  1.1	-0.2	-0.4	10.4	-0.8	2.6	4.3	0.6	-14.0	-3.1
> O=C(OCc1ccccc1)N1CCC2CC1c1cc(N3CCCCC3)ccc12 (stereo unspecified)
  .	-1.3	.	-1.6	-13.2	7.9	7.6	1.8	-6.0	-0.9
> CC(C)(C)[C@H]1C=C(C(=O)NCc2nc3ccccc3[nH]2)O[C@@H](OCCCCO)C1
  4.0	0.2	0.5	-1.9	-0.8	15.7	-8.9	2.5	-16.5	0.5
> O=C(c1ccc(F)cc1)N1CCC(C(=O)N2CCN(Cc3ccc4c(c3)OCO4)CC2)CC1
  5.0	0.5	0.2	-7.7	-2.2	18.5	2.3	4.0	0.6	-1.8
> O=C(Nc1cccnc1)c1ccc(-c2ccc(Cl)cc2)o1
  0.1	-0.9	-1.7	4.0	0.1	3.0	-2.2	1.7	3.8	-0.8
> CCCCN(c1ccccc1)S(=O)(=O)c1cccc2cccnc12
  2.7	0.8	-1.0	1.5	-3.6	-6.5	-6.7	-0.3	-5.9	1.0
> Cc1cccc(Nc2nc(N)c([N+](=O)[O-])c(N3CC(C)CC(C)C3)n2)c1 (stereo unspecified)
  -1.0	0.0	0.1	9.5	0.6	101.1*	-14.8	1.0	0.9	-3.5
> O=C(Cc1ccccc1)Nc1nnc(-c2cccs2)s1
  4.3	.	0.7	-4.3	-2.8	-36.1	-2.4	1.1	2.3	27.2
> O=C(NC1CC1)c1ccc(CSCc2ccccc2Cl)o1
  1.3	-2.8	0.8	-1.5	1.5	21.9	-13.1	2.7	-1.3	-0.4
> O=C(Nc1ccc2c(c1)Cc1ccccc1-2)c1cccnc1
  -1.1	-4.7	-1.7	1.2	-2.4	19.4	6.4	2.5	4.5	14.9
> COc1ccccc1N1CCN(C(=O)c2cc3c(=O)n4ccccc4nc3s2)CC1
  2.5	-0.1	-2.5	?	0.0	-3.6	-7.4	0.0	-16.2	-3.0
> COC(=O)c1cc(NC(=O)c2cc(C(C)(C)C)nn2Cc2ccc(F)cc2)ccc1N1CCOCC1
  2.7	0.3	2.6	0.7	.	-6.2	-3.8	-0.7	8.2	-3.9
> CCOC(=O)c1sc(NC(=O)CSc2nnc(Cc3ccccc3)o2)c(C#N)c1C
  3.2	-0.7	-1.7	1.9	3.2	11.9	-16.4	.	5.1	-1.5

One compound at a time (already shown):
Profile of O=C(Cc1c(Sc2ccccc2)c2ccccc2n1Cc1ccccc1)NCCO = AddAB inh = 1.7; CAL PDZ inh = -1.2; E coli growth = -0.7; Tat export inh = 10.0; DAGLB inhibitor = 0.8; PfHsp90 yeast 2 = -3.3; PvdQ inh = -3.0; phage Ecoli inh = 1.4; Rtt109 HAT inh = -3.4; Wnt bcat act = -3.2
Profile of CC(C)(C)[C@H]1C=C(C(=O)NCc2nc3ccccc3[nH]2)O[C@@H](OCCCCO)C1 = AddAB inh = 4.0; CAL PDZ inh = 0.2; E coli growth = 0.5; Tat export inh = -1.9; DAGLB inhibitor = -0.8; PfHsp90 yeast 2 = 15.7; PvdQ inh = -8.9; phage Ecoli inh = 2.5; Rtt109 HAT inh = -16.5; Wnt bcat act = 0.5

(cont.)
The line under a structure holds: AddAB inh	CAL PDZ inh	E coli growth	Tat export inh	DAGLB inhibitor	PfHsp90 yeast 2	PvdQ inh	phage Ecoli inh	Rtt109 HAT inh	Wnt bcat act
> COc1cc(OC)cc(-c2oc(=O)c3cc(OC)c(OC)cc3c2C#CCCO)c1
  -0.4	-0.5	-2.3	-14.3	-5.1	-13.2	3.4	1.7	-2.4	2.3
> CCOc1ccc(OCC)c(NC(=O)CCS(=O)(=O)c2ccc(C)cc2)c1
  -2.2	1.6	1.4	-3.2	-2.8	12.9	-14.3	-1.4	1.8	5.2
> COc1ccc2[nH]cc(CC(=O)O)c2c1
  5.4	0.1	5.0	11.9	-0.4	26.5	-16.8	3.5	4.3	-1.5
> CC(/C=C/C1(O)C(C)CC(O)CC1(C)C)OC1OC(CO)C(O)C(O)C1O (stereo unspecified)
  2.7	0.1	0.5	-6.4	-4.1	8.7	-12.9	1.0	-2.1	-1.0
> CC1CCCN(c2cc3c(cc2[N+](=O)[O-])C(=O)N(c2ccccc2)C3=O)C1 (stereo unspecified)
  0.8	0.0	0.2	-5.6	1.9	2.0	-5.9	-0.5	-9.8	-1.2
> Cc1ccc(CCN2C(=O)CCC2(C)C(=O)NC2CCCC2)cc1 (stereo unspecified)
  1.2	-1.4	0.1	2.8	-2.2	0.1	7.1	3.1	-8.4	-0.3
> Cc1ccccc1N(C(=O)c1ccccn1)C(C(=O)NCc1ccccc1)c1cccnc1 (stereo unspecified)
  0.0	-0.6	-0.1	-4.1	1.6	-82.1	-3.3	0.9	4.1	0.1
> CCOC(=O)NC(=O)COC(=O)c1cccc2ccccc12
  -1.5	-4.1	-1.1	-8.3	-1.4	-5.0	-10.7	2.9	0.2	-1.6
> O=C(CSc1nnc(NC(=O)c2ccco2)s1)Nc1ccccc1Br
  0.1	-1.2	0.5	2.2	1.5	4.2	-10.0	-0.2	-18.8	-0.2
> COc1ccc(C2CC(=O)Oc3cc(C)c(Cl)cc32)cc1 (stereo unspecified)
  0.9	0.1	2.0	-5.4	1.4	6.3	-8.0	3.8	-9.0	-2.2
> O=C(CSc1nnc2c(n1)[nH]c1ccccc12)NC1CCCCC1
  -1.9	-2.4	0.4	-4.3	0.1	-4.1	-16.4	1.8	-2.8	-0.7
> O=C(NC(N1CCOCC1)C(Cl)(Cl)Cl)c1ccc(Br)cc1 (stereo unspecified)
  1.7	-0.8	-0.3	2.6	1.9	2.4	3.8	1.7	18.3	-2.0
> Cc1ccc(C(=O)N2CC=C(c3ccccc3)CC2)o1
  0.3	-0.1	0.2	18.7	-17.7	3.1	-2.2	5.0	-1.1	0.2
> COc1ccc(/C(C)=N/NC(=O)C2C3CCCCC32)c(OC)c1 (stereo unspecified)
  -0.6	-1.1	1.1	-7.1	0.1	12.5	0.9	2.2	.	14.2
> CSCC[C@H](NC(=O)OC(C)(C)C)C(=O)N/N=C/c1c(C)[nH]c(=O)[nH]c1=O
  3.4	-1.5	1.7	2.2	-1.1	21.3	-14.8	1.6	4.9	.
> Cc1[nH]c(C)c(S(=O)(=O)N(Cc2ccccc2)C(C)C)c1C(=O)N1CCCC1
  3.1	-1.3	-1.4	-0.3	0.5	13.8	-2.8	0.7	-1.0	1.0
> O=C(Nc1cccnc1)Nc1cccc([N+](=O)[O-])c1
  0.2	-1.9	1.6	-7.6	-2.4	0.8	-15.4	4.7	-1.0	-0.3
> COc1ccc(C(=O)COC(=O)c2ccc([N+](=O)[O-])s2)cc1OC
  1.4	0.0	0.7	-0.3	0.6	30.0	0.9	7.8	1.8	-0.2
> Cc1cn(-c2cc(NC(=O)c3ccc(C)c(NC(=O)c4cccc(-c5cn[nH]c(=O)c5)c4)c3)cc(C(F)(F)F)c2)cn1
  -2.6	-3.8	-4.6	-19.6	0.6	-24.5	1.1	.	5.6	.
> COc1cccc(CN2CCN(Cc3ccc(O)c(OC)c3)CC2CCO)c1 (stereo unspecified)
  0.5	-0.9	-0.1	1.2	-0.6	1.5	-18.6	1.6	-8.3	-0.7
> O=S(=O)(c1ccc(Br)c2ccccc12)N1CCOCC1
  1.5	-0.3	0.6	-0.6	-1.4	3.8	8.9	1.4	2.6	-0.9
> CCOC(=O)c1cc(NC(=O)c2ccc(Cl)cc2)c(=O)oc1-c1ccccc1
  3.4	-0.6	2.1	7.4	2.5	-38.5	-8.7	3.0	-9.0	-1.6
> CCCNC(=O)CNC(=O)c1ccc(C#N)cc1
  -2.8	-0.4	-2.0	-4.8	0.3	-14.2	-5.2	1.6	4.8	4.9
> Cc1ccc2c(Cl)cc(Cl)c(OCC(=O)NC3CCS(=O)(=O)C3)c2n1 (stereo unspecified)
  -0.6	-2.0	-3.0	0.7	-1.4	-16.9	1.2	-2.7	5.4	0.0
> C=CCN1CCc2nc(N)sc2CC1
  .	0.3	.	-9.1	-1.6	9.8	4.7	1.2	-8.9	-1.5
> Brc1ccc(-c2nnc(-c3ccccc3)c(N3CCSCC3)n2)cc1
  3.1	-2.6	0.0	3.9	-5.1	.	-23.9	3.5	1.6	10.9
